Screens from PubChem BioAssay.
Pol eta inh = inhibitors of human DNA polymerase eta | Q9Y253 | recombinant Pol eta, fluorescent DNA replication assay | Potency, µM (doses to about 114 µM), for the others: at the highest dose activity change, negative = inhibition, usual class: inhibitors | hit rate 1.2% among 390,000; further: potency means the concentration at half of the fitted maximal effect; on the % scale 0 is the no-effect control and ±100 the full control effect
Target sequence (Q9Y253 whole entry, looked up): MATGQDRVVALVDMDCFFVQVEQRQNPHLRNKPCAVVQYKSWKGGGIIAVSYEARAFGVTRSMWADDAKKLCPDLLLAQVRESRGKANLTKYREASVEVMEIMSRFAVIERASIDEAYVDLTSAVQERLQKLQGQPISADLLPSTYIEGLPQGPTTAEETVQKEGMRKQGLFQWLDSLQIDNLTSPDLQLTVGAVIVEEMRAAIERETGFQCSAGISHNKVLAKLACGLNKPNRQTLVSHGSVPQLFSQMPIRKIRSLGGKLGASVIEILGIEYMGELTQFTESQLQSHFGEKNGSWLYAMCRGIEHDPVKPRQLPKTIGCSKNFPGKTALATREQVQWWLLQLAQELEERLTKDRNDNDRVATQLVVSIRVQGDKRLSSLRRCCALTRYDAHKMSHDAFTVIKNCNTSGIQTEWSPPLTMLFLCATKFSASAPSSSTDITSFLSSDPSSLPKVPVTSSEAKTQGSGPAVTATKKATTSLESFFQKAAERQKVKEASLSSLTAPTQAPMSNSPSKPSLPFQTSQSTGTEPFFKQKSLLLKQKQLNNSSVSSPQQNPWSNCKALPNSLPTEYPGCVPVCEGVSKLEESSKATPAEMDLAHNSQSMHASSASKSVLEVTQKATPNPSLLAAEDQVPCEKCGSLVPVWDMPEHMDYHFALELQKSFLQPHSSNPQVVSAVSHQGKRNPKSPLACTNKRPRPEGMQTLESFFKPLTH
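Pol eta (10 nM) was preincubated with compounds for 15 min at room temperature, after which fluorescent replication substrate (50 nM final) was added to start the reaction. Fluorescence was read kinetically at 0 and 10 min.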
Pol iota inh = inhibitors of human DNA polymerase iota. hit rate 1% among 390,000. AID 588590. Potency, µM (series often up to 115 µM), without a hit: top-dose activity, negative = inhibition, most hits filed as inhibitors. Pol iota fluorescent replication assay, 10 min; further: potency means the concentration at half of the fitted maximal effect
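Pol iota at 10 nM preincubated 15 min with compounds at room temperature; reaction started with fluorescent substrate, 50 nM final. Fluorescence read kinetically at 0 and 10 min; buffer-only wells as negative control.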
BLM helicase inh = Bloom syndrome helicase (human) inhibition | Potency, µM (doses to about 56.1 µM), inactives show top-dose activity change, negative = inhibition, most hits filed as inhibitors | hit rate 0.2% among 350,000 | recombinant BLM DNA unwinding, fluorescence dequenching | AID 2528;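 further: potency means the concentration at half of the fitted maximal effect; plate controls were vehicle for no effect and no enzyme for full effect; nearly all actives have a fitted effect of over 35% in size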
Pol beta inh = blocks human DNA polymerase beta activity; P06746; Pol beta primer extension/strand displacement, fluorescence kinetic; Potency, µM (titrated, usually from 114 µM), for the others: top-dose activity change, negative = inhibition, hits mostly inhibitors; hit rate 1.3% among 340,000; further: potency means the concentration at half of the fitted maximal effect; on the % scale 0 is the no-effect control and ±100 the full control effect
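Preincubation: enzyme (10 nM) with compound, 15 min, RT. Reaction: substrate added to 50 nM final. Reads: 0 and 10 min. Analysis: normalized, Hill fit.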
LDHA block = blocks human lactate dehydrogenase A. P00338. purified LDHA, NADH/diaphorase-resazurin fluorescence; stronger effect = lower value. activity change, % (values are at about 110 or 230 µM). hit rate 0.15% among 480,000. AID 1347041; in the data active means activity change below about -30%; inconclusive means mostly about -25% to -30%;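 further: plate controls were DMSO wells for no effect and wells without enzyme for full effect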
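LDH5 2 nM; NADH 0.06 mM, pyruvate 0.2 mM; 200 mM Tris pH 7.4, EDTA, Tween-20; 5 min RT. Detection: diaphorase 0.133 mg/mL + resazurin 37 µM, fluorescence ex540/em590 at 0 and 20 min; normalized to enzyme-free and DMSO wells.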
Pol kappa inh = inhibitors of human DNA polymerase kappa; Q9UBT6; purified Pol kappa, fluorescent DNA synthesis assay, 10 min; Potency, µM (series often up to 107 µM), inactives show at the top dose activity, negative = inhibition, usual class: inhibitors; hit rate 0.53% among 400,000; AID 588579; further: potency means the concentration at half of the fitted maximal effect; on the % scale 0 is the no-effect control and ±100 the full control effect
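Activity was followed as the change in fluorescence between reads at 0 and 10 min after starting the reaction with 50 nM substrate. Beforehand, 10 nM polymerase had been preincubated with compound for 15 min at room temperature.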
Anesthetic bind = binds horse apoferritin like a general anesthetic; P02791; apoferritin/1-aminoanthracene competitive binding, fluorescence; Potency, µM (top dose mostly 77.5 µM), without a hit: at the highest dose activity change, negative = displacement, hits mostly inhibitors; hit rate 0.074% among 350,000; AID 485281; further: potency means the concentration at half of the fitted maximal effect; on the % scale 0 is the no-effect control and ±100 the full control effect; nearly all actives have a fitted effect of over 20% in size
Target sequence (P02791 2-175 limits assumed): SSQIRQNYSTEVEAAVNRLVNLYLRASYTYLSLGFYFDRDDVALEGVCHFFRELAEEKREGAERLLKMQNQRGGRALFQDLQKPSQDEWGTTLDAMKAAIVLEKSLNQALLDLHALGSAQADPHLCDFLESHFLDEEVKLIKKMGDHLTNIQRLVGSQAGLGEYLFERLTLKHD
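Apoferritin-based anesthetic binding model; compound displacement of fluorescent 1-AMA measured as endpoint fluorescence after 10 minutes at room temperature, scaled to free-ligand and complex controls.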
Glioma ERSR ind = ER stress response induction in glioma. U87-MG GRP78 promoter luciferase reporter, 16 h. Potency, µM, inactives show at the highest dose activation, actives largely listed as activators. hit rate 0.02% among 420,000; further: potency means the concentration at half of the fitted maximal effect; series mostly up to about 76 µM; % of control where 0% means no effect; nearly all actives have a fitted effect of over 35% in size
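Stably transfected U87-MG human glioma cells carrying a GRP78-based luminescent sensor were seeded at 1000 cells/well, pin-dosed with compounds and incubated 16 h. Luciferase reagent was then added, and end-point luminescence was read after 10 min at room temperature.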
APEX1 inh = inhibitors of human APE1 endonuclease; recombinant APE1, TAMRA/BHQ-2 abasic DNA cleavage fluorescence; Potency, µM (top dose mostly 65.8 µM), for the others: at the highest dose activity change, negative = inhibition, most hits filed as inhibitors; hit rate 0.35% among 350,000; AID 2517;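 further: potency means the concentration at half of the fitted maximal effect; plate controls were vehicle for no effect and reference inhibitor for full effect; nearly all actives have a fitted effect of over 55% in size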
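APE1 at 0.75 nM preincubated 15 min at room temperature with compound. Reaction then started with 50 nM double-stranded THF-abasic substrate labelled with TAMRA/BHQ-2, and 525/598 nm fluorescence read kinetically. Activity taken as third-minus-first read difference, normalized to DMSO and NSC13755 controls.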
* = called active by the depositor; ? = inconclusive; . = not tested or not shown; & = joins results of further samples; [ ] = dose if it differs, or a comment. Unless noted, the call rests on the fitted dose curve; in most records, active means well fitted curve in the direction sought with a large enough effect; inconclusive means small, poorly fitted or top-dose-only effect, or another doubt; inactive means no such curve, though single readings can be large; an effect the other way counts as inactive or inconclusive.

SMILES	Pol eta inh	Pol iota inh	BLM helicase inh	Pol beta inh	LDHA block	Pol kappa inh	Anesthetic bind	Glioma ERSR ind	APEX1 inh
CCc1c(C2(O)CCCCC2)[nH]c2ncccc12	-19%	38%[activator]	.	.	0	2%	.	-2%	11%
CCOc1ccc(S(=O)(=O)N2CCN(c3ccc(OC)cc3)CC2)c2cccnc12	7%	7%	0%	8%	10	0%	?	-4%	-5%
CCN1C(=O)[C@@H]2[C@H](C1=O)[C@@H]1C[C@H]3C(=O)N(CC)C(=O)[C@H]3[C@@H]3C1=C(C(=O)N1C(=O)OC(=NCC4CC4)[C@]31C)[C@@H]2C	5%	-4%	-5%	12%	3	2%	-3%	0%	5%
Cc1ccccc1NC(=O)CSc1nc(COc2ccccc2)nc2ccccc12	7%	-18%	-13%	5%	-5	-5%[60.1 µM]	-16%	-5%	19%
COC(=O)C(NC(C)=O)(Nc1nc2ccc(C)cc2s1)C(F)(F)F (stereo not given)	-10%	-13%	1%	10%	-1	4%	-15%	-3%	1%
COc1cccc(/C=N/Nc2nc(-c3cccnc3)nc3ccccc23)c1	-7%	-14%	-5%	-21%	-11	-7%	-14%	5%	-5%
CS(=O)(=O)N1CCC2CC1c1cc(-c3ccccc3)ccc12 (stereo not given)	-12%	1%	.	.	-9	-15%	.	0%	.
CCn1c(C)[n+](CCOC(C)=O)c2cc(Cl)c(Cl)cc21	-27%	128%[activator]	4%	22%	-14	-9%	-1%	-4%	26%
CSc1cccc(NC(=O)COC(=O)C2(c3ccccc3)CC2)c1	?	5%	.	.	-1	-11%	.	-3%	-2%
Cc1ccccc1NCC(=O)N/N=C\c1ccc([N+](=O)[O-])s1	?	-21%	1%	-2%	-9	-16%	?	2%	2%
CCC(C)(C)C1CCC(NC(=O)N2CCN(c3ccccc3O)CC2)CC1 (stereo not given)	-5%	156%[activator]	-10%	-4%	1	-5%	-7%	-8%	44%[activator]
COc1ccccc1NCc1cccn1-c1nnc(N2CCCCCC2)s1	?	6%	-1%	-6%	2	-4%	-12%	3%	.
Cn1ncc(Cl)c1C(=O)N1CCN(c2cccc(Cl)c2)CC1	-15%	17%	-5%	0%	-1	-9%	-11%	-3%	18%
O=C(NCc1ccco1)Oc1ccccc1	-6%	4%	-2%	35%	-8	-2%	-9%	-3%	6%
CN(C(=O)CS(=O)(=O)Cc1ccccc1Cl)c1ccccc1	-8%	2%	-13%	0%	-12	-10%	-12%	-2%	22%
Cc1ccc(CNC(=O)c2ccc(Cn3c(SCc4ccc(F)cc4)nc4cccnc43)cc2)o1	-17%	13%	-7%	4%	1	-25%	-15%	-2%	.
CCn1c(CC(=O)Nc2ccc(F)cc2)nnc1SCC(=O)Nc1nnc(C)s1	-14%	82%[activator]	-1%	25%	1	2%	-5%	-3%	43%
CCOc1ccc2[nH]cc(C(=O)NCc3ccc(F)cc3)c(=O)c2c1	4%	0%	0%	-23%	-6	-12%	-12%	5%	5%
Cc1nnc(SCC(=O)NC2CCS(=O)(=O)C2)n1Cc1ccccc1 (stereo not given)	-8%	43%[activator]	0%	-21%	-1	-6%	-4%	-3%	2%
Cc1ccc(C(=O)N2CCC(Cc3ccccc3)CC2)cc1[N+](=O)[O-]	-9%	85%[activator]	-4%	1%	-4	-6%	?	-6%	-2%
COc1ccc(OC)c(-c2csc(NC(=O)CSc3ccc([N+](=O)[O-])cc3)n2)c1	-3%	43%[activator]	-3%	2%	-8	-18%	-13%	-1%	-2%
CCOc1cc(/C=C(\C#N)C(=O)Nc2ccc(C)cc2)ccc1OCc1cc(=O)n2nc(CC)sc2n1	-7%	-37%	-13%	-26%	-7	-16%	5%	-3%	.
CCOC(=O)c1nnc(-c2ccccc2)o1	3%	16%	3%	-7%	-5	-14%	7%	1%	1%
CC(=O)c1nc2ccccc2n1Cc1ccccc1	-20%	25%	-5%	27%	0	-3%	-8%	-2%	18%
CN(C)c1ccc(CNn2cnnc2SCC(=O)NC(C)(C)C)cc1	-20%	177%[activator]	-2%	36%	0	-10%	-19%	-7%	0%
COc1ccc(NC(=O)C2CCN(S(=O)(=O)c3cc(-c4noc(C)n4)ccc3C)CC2)cc1	-19%	-13%	-7%	-29%	-3	-12%[60.1 µM]	-10%	-4%	.
CC1Cc2cc(/C(O)=C3/C(=O)C(=O)N(CC4CCCO4)C3c3ccco3)ccc2O1 (stereo not given)	14µM*	?	-4%	22µM*	-3	-25%	-5%	3%	-8%
CC(=O)N1CCc2cc(S(=O)(=O)NCCC(=O)N3CCN(Cc4ccccc4)CC3)ccc21	-3%	13%	0%	13%	-1	-1%	-10%	1%	1%
Cc1cccc(NS(=O)(=O)c2cnc[nH]2)c1	-17%	-18%	0%	1%	-1	-5%	-4%	-5%	1%
COc1cccc(C(=O)/C=C/Nc2cc(C)ccc2O)c1	?	12%	-15%	?	14	-22%	-17%	10%	-8%

Fetched by structure from above:
SMILES	Pol eta inh	Pol iota inh	BLM helicase inh	Pol beta inh	LDHA block	Pol kappa inh	Anesthetic bind	Glioma ERSR ind	APEX1 inh
CCOc1cc(/C=C(\C#N)C(=O)Nc2ccc(C)cc2)ccc1OCc1cc(=O)n2nc(CC)sc2n1	-7%	-37%	-13%	-26%	-7	-16%	5%	-3%	.
CC(=O)c1nc2ccccc2n1Cc1ccccc1	-20%	25%	-5%	27%	0	-3%	-8%	-2%	18%
CC(=O)N1CCc2cc(S(=O)(=O)NCCC(=O)N3CCN(Cc4ccccc4)CC3)ccc21	-3%	13%	0%	13%	-1	-1%	-10%	1%	1%
Cc1nnc(SCC(=O)NC2CCS(=O)(=O)C2)n1Cc1ccccc1 (stereo not given)	-8%	43%[activator]	0%	-21%	-1	-6%	-4%	-3%	2%

Further records:
SMILES	Pol eta inh	Pol iota inh	BLM helicase inh	Pol beta inh	LDHA block	Pol kappa inh	Anesthetic bind	Glioma ERSR ind	APEX1 inh
COCCN(C(=O)COC(=O)COc1ccc2ccccc2c1)c1c(N)n(Cc2ccccc2)c(=O)[nH]c1=O	-22%	27%	.	.	-9	-3%	.	-2%	.
COc1cccc(C(C#N)N2CCCCC2)c1O (stereo not given)	-13%	3%	-4%	-18%	12	-3%	-4%	1%	-1%
Cc1cc(C)n(C(C)CC(=O)Nc2ccc3c(c2)OCO3)n1 (stereo not given)	5%	-7%	-1%	38%	5	6%	-5%	-2%	11%
O=C(COC(=O)c1cncc(Br)c1)NCc1ccccc1	-8%	107%[activator]	-7%	6%	-2	-11%	-7%	-1%	-6%
COc1ccc(N2C(=O)CC(N3CCN(c4ccccc4)CC3)C2=O)cc1 (stereo not given)	-17%	-13%	1%	13%	-1	11%	1%	-3%	8%
N#C/C(=C\c1ccc(Cl)cc1Cl)c1nc(-c2cccc(Cl)c2)cs1	0%	6%	-2%	1%	-3	1%	-3%	-3%	.
Nc1nc(SCC(=O)Nc2cccc(S(=O)(=O)N3CCCCCC3)c2)n[nH]1	-20%	168%[activator]	1%	6%	-4	-1%	-19%	-1%	33%[activator]
CC[n+]1c(/C=C/N(C)c2ccccc2)n(-c2ccccc2)c2ccc(-c3nc4ccccc4s3)cc21	?	136%[activator]	12%&-73%	-20%	-23	21µM*	?	1%&-12%	?
O=C(NC(=S)Nc1ccccc1N1CCOCC1)c1ccccc1F	-12%	15%	-9%	14%	-6	-8%	-9%	1%	-25%
CC(C)c1ccccc1N=C1SCCN1C1CCS(=O)(=O)C1 (stereo not given)	-17%	-13%	0%	1%	0	-5%	-15%	-4%	-4%
O=[N+]([O-])c1cc(S(=O)(=O)Nc2ccccc2)ccc1NCc1ccccc1	-17%	10%	-5%	6%	0	-4%	-18%	-3%	-10%
Cc1c(C(=O)Nc2cnccn2)oc2ccccc12	-13%	-8%[58.9 µM]	2%	3%	4	9%	-7%	3%	?
CCOc1ccc2c(c1)C(NC(C)=O)C(=O)N2CCN1CCOCC1 (stereo not given)	?	?	-6%	0%	4	-10%	3%	-4%	-9%
Cc1cc(NC(=O)c2cc3ccccc3o2)ccc1NC(=O)c1ccccc1	-14%	68%[activator]	-4%	35%	-3	-2%	-1%	-3%	15%
Cn1nnnc1SCCCNCc1cc(Br)ccc1OCc1ccccc1F	-27%	20%	-3%	?	-11	-8%	-15%	-3%	.
Cc1ccc(S(=O)(=O)c2cn(CC(=O)Nc3ccc(Cl)cc3)c3ccc(F)cc3c2=O)cc1C	-12%	31%[activator]	-10%	?	-4	-5%	-7%	-1%	.
Cc1ccsc1C(=O)N1CCCC(C(=O)c2cc(F)ccc2F)C1 (stereo not given)	-7%	15%	-4%	8%	-1	13%	-8%	-3%	-3%

An excerpt from above in order of the Anesthetic bind value, highest first:
| structure | Anesthetic bind |
| --- | --- |
| COc1ccc(N2C(=O)CC(N3CCN(c4ccccc4)CC3)C2=O)cc1 (stereo not given) | 1% |
| N#C/C(=C\c1ccc(Cl)cc1Cl)c1nc(-c2cccc(Cl)c2)cs1 | -3% |
| Cc1cc(C)n(C(C)CC(=O)Nc2ccc3c(c2)OCO3)n1 (stereo not given) | -5% |
| Cc1ccsc1C(=O)N1CCCC(C(=O)c2cc(F)ccc2F)C1 (stereo not given) | -8% |
| O=[N+]([O-])c1cc(S(=O)(=O)Nc2ccccc2)ccc1NCc1ccccc1 | -18% |

This is a subset; rates above refer to the full screens.
